# Assay outcomes (PubChem BioAssay)
# G9a inh: blocks human histone lysine methyltransferase G9a | Q96KQ7 | G9a H3K9 monomethylation, AlphaScreen, 2 h | Potency, µM (doses to about 102 µM), inactives show at the top dose activity, negative = inhibition, hits mostly inhibitors | 350,000 tested, 8.8% active | AID 504332; note: potency is the fitted concentration of half-maximal effect; % is set by controls: 0 for no effect and ±100 for the full control effect; nearly all actives have a fitted effect of over 75% in size
# Target sequence (Q96KQ7 913-1193 limits assumed): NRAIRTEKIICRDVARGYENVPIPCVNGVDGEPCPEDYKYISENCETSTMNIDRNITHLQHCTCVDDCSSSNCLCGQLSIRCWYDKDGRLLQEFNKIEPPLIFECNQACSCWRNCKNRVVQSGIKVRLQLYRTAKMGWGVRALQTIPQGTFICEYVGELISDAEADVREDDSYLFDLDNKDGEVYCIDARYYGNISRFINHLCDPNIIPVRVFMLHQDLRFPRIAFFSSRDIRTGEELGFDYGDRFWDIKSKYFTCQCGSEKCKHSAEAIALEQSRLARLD
#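 Compounds were preincubated with 20 nM G9a for 15 min, after which biotinylated H3K9 peptide (500 nM) and SAM (20 uM) started a 2 h room-temperature reaction. Monomethylated product was quantified by antibody-based AlphaScreen chemiluminescence.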
# RGS4 inhibitor: human RGS4 inhibition; P49798; Transcreener GDP fluorescence polarization, RGS4-accelerated GTP hydrolysis; Potency, µM (highest dose often 114 µM), inactives show at the highest dose activity change, negative = inhibition, hits mostly inhibitors; 390,000 tested, 0.039% active; AID 504845; note: potency is the fitted concentration of half-maximal effect; % is set by controls: 0 for no effect and ±100 for the full control effect; nearly all actives have a fitted effect of over 75% in size; some results filed as inactive show a strong effect at the top dose
#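 MLSMR compounds (23 nl, pin-transferred) preincubated 10 min at room temperature with a 500nM (2x) first reagent, then RGS4 at 900nM (2x) plus Transcreener GDP mix added; fluorescence polarization (620/688 nm) read before and after 90 min at 30 °C.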
# 12-LOX inh: ALOX12 (human) lipoxygenase inhibition; P18054; purified 12hLO, xylenol orange hydroperoxide absorbance; Potency, µM (highest dose often 108 µM), without a hit: at the top dose activity change, negative = inhibition, hits mostly inhibitors; 580,000 tested, 1.1% active; AID 1671190; note: potency is the fitted concentration of half-maximal effect; % is set by controls: 0 for no effect and ±100 for the full control effect
# Target sequence (P18054 whole entry, looked up): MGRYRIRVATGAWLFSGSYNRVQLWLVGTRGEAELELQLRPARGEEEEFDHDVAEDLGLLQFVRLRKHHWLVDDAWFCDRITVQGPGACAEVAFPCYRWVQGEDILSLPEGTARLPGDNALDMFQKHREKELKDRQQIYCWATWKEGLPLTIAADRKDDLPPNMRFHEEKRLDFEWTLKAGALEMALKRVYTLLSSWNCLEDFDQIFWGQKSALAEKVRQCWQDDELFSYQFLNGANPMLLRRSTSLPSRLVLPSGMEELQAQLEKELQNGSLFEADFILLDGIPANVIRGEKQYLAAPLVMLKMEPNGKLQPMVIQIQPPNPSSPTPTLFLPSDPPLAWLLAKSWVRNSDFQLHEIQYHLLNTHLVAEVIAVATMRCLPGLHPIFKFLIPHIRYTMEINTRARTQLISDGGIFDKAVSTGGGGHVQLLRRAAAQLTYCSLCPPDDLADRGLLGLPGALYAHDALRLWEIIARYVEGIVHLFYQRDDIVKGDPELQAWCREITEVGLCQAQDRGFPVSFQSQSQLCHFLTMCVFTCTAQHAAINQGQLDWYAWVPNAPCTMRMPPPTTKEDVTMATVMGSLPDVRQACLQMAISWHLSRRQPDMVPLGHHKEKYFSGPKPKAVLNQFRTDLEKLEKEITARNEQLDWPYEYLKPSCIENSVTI
#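 Purified human 12hLO at 150 nM in 25 mM Hepes, 0.01% Triton X-100, pH 7.0, preincubated 15 min at room temperature with compound. Reaction started with 40 uM arachidonic acid, 30 min at room temperature. Hydroperoxide measured by Fe-xylenol orange, 573/405 nm absorbance ratio.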
# JMJD2A Tudor inh: JMJD2A Tudor domain (human) inhibition. Potency, µM (highest dose often 114 µM), for inactives: at the highest dose activity change, negative = inhibition, hits mostly inhibitors. AlphaScreen JMJD2A-Tudor / H3K4me3 peptide binding. AID 504339. 390,000 tested, 4.4% active. O75164; note: potency is the fitted concentration of half-maximal effect; % is set by controls: 0 for no effect and ±100 for the full control effect; nearly all actives have a fitted effect of over 50% in size
# PI4K2A block: blocks human PI4K2A kinase activity; Q9BTU6; purified PI4K2A, ADP-Glo luminescence, 1 h; hits give low values; activity change, negative = inhibition, % at 76.9 µM; 420,000 tested, 0.13% active; AID 1346378; in the data active = activity change below about -50%; inconclusive = mostly about -30% to -49%;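 note: -100% = wells without enzyme as full effect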
#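 PI4K2A activity was measured by ADP-Glo luminescence: enzyme (4 ug/mL stock) and phosphatidylinositol (1.2 mM stock) in Tris pH 7.5/MgCl2/EGTA/Triton X-100 buffer were reacted with ATP (300 microM stock) for one hour at ambient temperature.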
# BAZ2B inh: blocks human BAZ2B; 360,000 tested, 4.4% active; Q9UIF8; Potency, µM (highest dose often 114 µM), for the others: at the top dose activity change, negative = inhibition, most hits filed as inhibitors; AlphaScreen BAZ2B-H3K14Ac peptide displacement; note: potency is the fitted concentration of half-maximal effect; % is set by controls: 0 for no effect and ±100 for the full control effect; nearly all actives have a fitted effect of over 60% in size
#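 Compounds, titrated to a top concentration of 110 uM, were incubated 30 min at room temperature with preformed BAZ2B/acetyl-K14 H3 peptide complex (50 nM each). Proximity signal was measured by AlphaScreen after 20 min with beads.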
# ERG-DNA inh: blocks human ERG Ets domain binding to DNA | P11308 | fluorescence polarization, His-ERG Ets domain / labelled DNA | Potency, µM (top dose mostly 76.9 µM), for the others: top-dose FP activity, negative = inhibition, hits mostly inhibitors | 370,000 tested, 0.028% active; active = well fitted inhibition curve with a large enough effect in the polarisation, with a control signal flat; inconclusive = small, poorly fitted or top-dose-only effect, or effect the other way, or a change in a side signal; inactive = no such curve, though single readings can be large or run the other way; the % refers to the polarisation;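 note: polarization taken with two DNA probes labelled with fluorescein and Texas red; potency is the fitted concentration of half-maximal effect; % of control where 0% means no effect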
#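 His-tagged ERG Ets domain (1 uM in the protein solution; 300mM KCl, 50mM Tris-HCl, 1mM EDTA, 1mM DTT, pH 7.5) received compound, then a probe mix of 5 nM fluorescein-DNA and 100nM Texas-615-DNA. Fluorescence polarization was read for both dyes.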
# GLS inhibitor: blocks human kidney-isoform glutaminase activity | O94925 | GLS enzymatic activity, qHTS titration | Potency, µM (titrated, usually from 45.5 µM), for inactives: top-dose activity change, negative = inhibition, most hits filed as inhibitors | 410,000 tested, 0.21% active | AID 624170; note: potency is the fitted concentration of half-maximal effect; % is set by controls: 0 for no effect and ±100 for the full control effect
#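 Coupled fluorescence readout: glutamate oxidase/HRP/Amplex Red detect glutamate formed by hKGA from L-glutamine (1 mM solution added). Buffer 45 mM KH2PO4 pH 8.2, 0.02% Tween-20; reads at t0 and 30 min RT.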
# HP1b binding inh: HP1-beta chromodomain-methylated histone interaction inhibition | P83916 | AID 540317 | 390,000 tested, 0.56% active | AlphaScreen HP1-beta / biotin-H3K9me3 peptide binding | Potency, µM (series often up to 114 µM), for inactives: at the top dose activity change, negative = inhibition, most hits filed as inhibitors; note: potency is the fitted concentration of half-maximal effect; nearly all actives have a fitted effect of over 70% in size; inactives centre near 23
#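 AlphaScreen: HP1-beta (50 nM) preformed 30 min with biotin-H3(1-18)K9me3 peptide (50 nM) in PBS pH 7.4, 0.01% Tween-20. Compound added for 30 min at RT, then streptavidin donor/nickel chelate acceptor beads (10 ug/mL) for 30 min.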
# Active calls of the source: *; i = inactive; ? = inconclusive; nt = not tested or not shown; & = joins results of further samples; [ ] = remark or other dose. Unless noted, calls come from the whole dose curve; as a rule, active = well fitted curve in the direction sought with a large enough effect; inconclusive = small, poorly fitted or top-dose-only effect, or another doubt; inactive = no such curve, though single readings can be large; an effect the other way counts as inactive or inconclusive.
mol	G9a inh	RGS4 inhibitor	12-LOX inh	JMJD2A Tudor inh	PI4K2A block	BAZ2B inh	ERG-DNA inh	GLS inhibitor	HP1b binding inh
O=c1cc(-c2ccccc2)c2ccc(O)cc2o1	nt	13.1%	245.6%[activator]	0.7%	-1.7	nt	-3.8%	19.0%	23.3%
CC(C)(C)C(=O)/C=C1\NC(=O)CS1	6.4%	-3.5%	-2.0%	-3.8%	7.4	-4.4%	1.5%	9.9%	35.4%[activator]
O=C(Cc1nc2ccccc2[nH]1)c1cccc([N+](=O)[O-])c1	nt	-12.3%	-13.6%	?	0.3	?	-1.1%	2.6%	10.5%
COc1ccc(OCC(=O)OC2CCCN(C)C2)cc1 (configuration not stated)	-11.7%[59 µM]	-15.7%	0.0%	-0.7%	-2.1	1.0%	-3.0%	-11.1%	20.4%
O=c1cc(-c2ccccc2Cl)oc2cc(O)cc(O)c12	44.7µM*	-10.9%	-59.5%	-18.3%	-4.4	-23.4%	1.7%	10.8%	21.6%
Fc1ccccc1COc1cccc2cccnc12	nt	-13.9%[56.9 µM]	1.4%	-25.0%	1.1	nt	7.0%	4.7%	70.3%[activator]
CC(=O)N1c2c(cc(Br)cc2S(=O)(=O)N2CCCCC2)CC1C (configuration not stated)	8.4%[59 µM]	-19.5%	-0.1%	-3.5%	-4.8	1.7%	-3.9%	-11.0%	10.6%
CCOC(=O)c1ccccc1NC(=O)COc1cc(=O)n(CC)c2ccccc12	-23.7%&-32.4%[59 µM]	17.0%&-12.0%	-27.1%&0.0%	-14.8%&-7.9%	0.4&1.7	-25.9%&-0.2%	1.7%&-4.0%	-2.3%&5.9%	-3.4%&33.5%
COc1ccc(C(=O)NCC(=O)OCC(=O)NCCC2=CCCCC2)cc1	0.3%	18.7%[11.4 µM]	-7.3%	-13.4%	-1.0	-4.5%	-0.2%	5.4%	56.0%[activator]
CC(=O)NC(CC(=O)NCCOc1ccccc1F)c1ccccc1 (configuration not stated)	-13.7%[59 µM]	-11.1%	-9.1%	0.0%	-3.3	7.3%	-22.2%	-12.7%	19.5%
CCOC(=O)c1[nH]c2ccc(Cl)cc2c1NC(=O)c1nonc1C	2.3%[59 µM]	-27.3%	?	-29.2%	0.4	3.4%	1.2%	-0.2%	28.6%
COCCn1c(SCC(=O)N2CCCCCC2)nc2c([nH]c3ccccc32)c1=O	4.5%	-18.0%	i	-10.3%	2.5	-9.0%	14.0%	-0.6%	21.4%
COc1ccc(N2CC(C(=O)Nc3c4c(nn3-c3ccccc3)CS(=O)(=O)C4)CC2=O)cc1 (configuration not stated)	nt	17.0%	-4.1%	-4.9%	2.2	-3.4%	-10.7%	0.0%	18.7%
CCOc1cc(/C=N/NC(=O)c2cc(-c3cccc(OC)c3)nc3ccccc23)ccc1O	nt	-12.8%	438.5%[activator]	-24.3%	-21.7	nt	13.1%	10.9%	-6.3%
COc1ccc(-c2csc(Nc3ccc(C)cn3)n2)cc1	20µM*	7.7%	-19.9%	-28.9%	-1.0	?	18.6%	?	-13.3%
CC/C(=N\NC(=S)Nc1cccc(C)c1)c1ccccc1	?	18.3%	?	50.1µM*	1.2	?	13.2%	0.0%	?
Cc1c(Cl)cnc(NC(=O)COC(=O)CNC(=O)c2ccccc2)c1Cl	nt	4.2%	?	-27.0%	-5.8	nt	3.5%	-21.0%	13.0%
CSc1c2c(nc3ncnn13)CCC2	15.2%[59 µM]	-4.2%	-0.2%	-10.1%	2.9	4.1%	4.6%	0.2%	-1.4%
CCOc1ccc2oc(=O)cc(CN3CCN(Cc4ccc(C)cc4)CC3)c2c1	-3.3%[59 µM]	-45.6%	?	-24.5%	-2.2	-31.3%	-2.1%	2.5%	34.5%
CCN(CC)S(=O)(=O)c1cc(NC(=O)Cc2n[nH]c(=O)c3ccccc23)ccc1C	-3.8%	-24.1%	-4.1%	2.8%	-3.1	-0.9%	-19.3%	-10.2%	28.3%
CCNC(=O)N1CCNC(=O)C1CC(=O)Nc1ccc(C(=O)OCC)cc1 (configuration not stated)	6.5%[59 µM]	16.8%	0.0%	-14.2%	1.7	4.4%	-9.3%	0.3%	13.3%
CCCCNc1c(-c2cccc(-c3ccc(OC)cc3)c2)nc2cc(C)ccn12	nt	4.0%	?	?	2.3	nt	13.5%	29.7%	-7.6%
C=CCN1C(=NC(=O)COc2ccc(Cl)cc2)SC2CS(=O)(=O)CC21 (configuration not stated)	-4.4%	-18.5%	6.3%	-9.0%	4.0	-10.8%[57.1 µM]	-3.3%	0.5%	51.3%[activator]
COc1ccc(-c2ccc3nnc(SCC(=O)NCC4CCCO4)n3n2)cc1 (configuration not stated)	10.1%	-11.6%	13.5%	-7.4%	-3.7	9.8%	-4.0%	-1.6%	24.9%
COC(=O)c1cc(Cl)c(NC(=O)/C=C/c2ccc(OC)cc2)cc1OC	10.7%[59 µM]	-11.6%	11.4%	-6.2%	-3.4	-4.8%	-5.7%	-2.1%	26.5%
O=C(c1ccccc1)N1CCN=C1SCc1ccc([N+](=O)[O-])cc1	15.6%[59 µM]	-7.2%	-8.1%	-17.3%	-6.3	-35.0%	8.9%	7.6%	-10.0%
COc1cc(OC)cc(C(=O)NCc2cccnc2)c1	4.9%[12.7 µM]	14.8%	13.6%	-6.3%	-4.2	-4.3%	1.6%	1.4%	14.1%
Cc1cc(C)c(S(=O)(=O)NCCc2sc(-c3cccnc3)nc2C)c(C)c1	-12.0%[59 µM]	-13.3%	0.9%	-17.1%	5.0	-8.2%	-17.2%	-10.8%	8.6%[57 µM]
Cc1onc(C(=O)NCc2ccccn2)c1[N+](=O)[O-]	19.5%	30.6%	6.0%	-6.4%	-6.4	1.1%	?	-8.6%	14.5%
CCCCn1c(C)nc2c(=O)n(C)c(=O)[nH]c21	-43.5%[12.7 µM]	2.5%	-18.6%	-8.1%	1.2	-28.5%	-0.8%	3.8%	24.1%

# Some of these compounds in order of their number in ERG-DNA inh, falling.
molecule | ERG-DNA inh
CCCCNc1c(-c2cccc(-c3ccc(OC)cc3)c2)nc2cc(C)ccn12 | 13.5%
CC/C(=N\NC(=S)Nc1cccc(C)c1)c1ccccc1 | 13.2%
Cc1cc(C)c(S(=O)(=O)NCCc2sc(-c3cccnc3)nc2C)c(C)c1 | -17.2%

# Following part
mol	G9a inh	RGS4 inhibitor	12-LOX inh	JMJD2A Tudor inh	PI4K2A block	BAZ2B inh	ERG-DNA inh	GLS inhibitor	HP1b binding inh
O=C(CSc1nc(-c2ccccc2)ns1)N1CCOCC1	8.91µM*	-21.5%	-20.6%	-14.5%	-4.0	-17.1%	2.0%	-10.3%	-14.7%
COc1cccc(C(=O)Nc2cccc(OCc3cc(=O)n4cc(C)ccc4n3)c2)c1	-3.1%[59 µM]	26.2%	-25.5%	-15.3%	-1.1	2.6%	-11.3%	?	23.1%[57 µM]
Cc1cc(OCc2ccc(C(=O)Nc3ccc(C(=O)O)cc3)o2)ccc1Cl	?	-5.2%	61.9%[activator]	-0.4%	-25.9	-1.6%	-4.4%	-0.6%	26.6%[57 µM]
NC(=O)Cn1nc([N+](=O)[O-])nc1Oc1ccccc1F	-3.4%	-9.1%	0.0%	-4.4%	-1.8	-10.1%	-0.1%	-1.9%	25.6%
Cc1ccccc1C(=O)NC(CC(C)C)C(=O)Nc1ccc(S(N)(=O)=O)cc1 (configuration not stated)	?	-14.5%	-8.2%	1.0%	5.4	-3.8%	2.4%	-4.7%	34.3%
Cc1ccc(-c2c3c(=O)n(C)c(=O)n(C)c3c3c(-c4cccc(C)c4)nc4ccccc4n23)cc1	-2.3%[59 µM]	-3.1%	-4.8%	5.5%	5.1	0.8%	-4.6%	-16.4%	49.5%[activator]
O=C(Nc1oc2ccc(Cl)cc2c(=O)c1-c1ccc(F)cc1)c1ccco1	3.0%	39.3%	-32.4%	-1.4%	-2.8	-11.5%	6.4%	-3.7%	37.7%
C=CCN1C=C/C(=C\C=C(C#N)C#N)c2ccccc21	?	?	-17.0%	22.4µM*	?	3.16µM*	128.5%[activator]	-16.3%	?
Cc1cccc(N2CCN(S(=O)(=O)c3cn(C)cn3)CC2)c1C	8.3%	11.0%	0.9%	-4.2%	5.0	-2.3%[57.1 µM]	-11.9%	10.2%	40.6%[activator]
CCN1CCN(c2nc(Nc3ccc(C)c(C)c3)nc(N)c2[N+](=O)[O-])CC1	10µM*	1.1%	-27.1%	?	5.1	?	4.2%	-8.4%	?
Cc1cc[n+](Cc2ccccc2)c(N)c1	10.5%[12.7 µM]	-23.5%	-1.1%	-2.9%	-4.7	11.1%	12.6%	-0.7%	48.2%[activator]
CCC(CO)NCc1sccc1C (configuration not stated)	-32.2%	19.2%[56.9 µM]	319.2%[activator]	-12.1%	-0.4	-23.5%	-0.9%	-17.3%	36.9%

# Some of the compounds tested, so the mix of outcomes need not match the whole.
